Tau fibril ThT: inhibitors of human tau fibril formation, thioflavin T binding; P10636; recombinant tau K18 P301L, heparin-induced fibrillization, ThT fluorescence; Potency, µM (series often up to 57.4 µM), inactives show top-dose activity, negative = inhibition, usual class: inhibitors; actives 2.1% (n = 270,000); note: % is set by controls: 0 for no effect and ±100 for the full control effect; nearly all actives have a fitted effect of over 55% in size
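Fibril formation assay: tau K18 P301L at 15 uM with trace Alexa 594 label, heparin inducer 20 uM, pH 7 sodium acetate buffer, 37 C for 6 hr; endpoint ThT signal.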
L3MBTL1 block: blocks human L3MBTL1. Q9Y468. AlphaScreen L3MBTL1–H3K9me1 peptide binding. Potency, µM (titrated, usually from 57.1 µM), inactives show top-dose activity, negative = inhibition, most hits filed as inhibitors. actives 0.66% (n = 230,000); note: % is set by controls: 0 for no effect and ±100 for the full control effect; nearly all actives have a fitted effect of over 60% in size
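Read-out is AlphaScreen signal from streptavidin donor and nickel chelate acceptor beads (10 ug/mL final each) bridging L3MBTL1 (50 nM) and biotinylated K9-monomethylated H3(1-15) peptide (75 nM), after 30 min compound exposure at room temperature.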
ALDH1A1 inh: inhibitors of human aldehyde dehydrogenase 1A1 | P00352 | Purified ALDH1A1, NADH fluorescence, propionaldehyde substrate | Potency, µM (doses to about 75.3 µM), without a hit: top-dose activity, negative = inhibition, actives largely listed as inhibitors | actives 7.3% (n = 220,000) | AID 1030; active = well fitted inhibition curve with a large enough effect, not every such curve was filed as active; inconclusive = small, poorly fitted or top-dose-only effect, or another doubt; inactive = no such curve, though single readings can be large or run the other way;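 note: plate controls were no enzyme wells and a reference inhibitor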
LMNA splice mod: LMNA splicing modulation. HeLa LMNA splicing GFP/RFP minigene ratio, 48 h. Potency, µM (series often up to 46.1 µM), inactives show top-dose ratio change, negative = inhibition, most hits filed as inhibitors. actives 0.01% (n = 200,000); active = well fitted inhibition curve with a large enough effect in the signal ratio, with a control signal flat, not every such curve was filed as active; inconclusive = small, poorly fitted or top-dose-only effect, or effect the other way, or a change in a side signal; the % refers to the signal ratio; note: % is set by controls: 0 for no effect and ±100 for the full control effect
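S3 HeLa stable clones carrying a lamin A-EGFP splicing minigene plus DsRed2 were seeded at 600 cells/well in Opti-MEM with 2% FBS, pin-dosed and incubated 48 h at 37°C. Acumen cytometry (488 nm) gave the GFP/RFP total-intensity ratio.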
SMN2 splice up: enhancers of SMN2 splice variant expression; HEK293 SMN2-luciferase splicing reporter, luminescence, 30-36 h; Potency, µM (top dose mostly 46.1 µM), for the others: at the top dose activity change, positive = activation, actives largely listed as activators; actives 2.8% (n = 210,000); AID 1458; note: % of control where 0% means no effect; nearly all actives have a fitted effect of over 55% in size
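qHTS luciferase splicing reporter: luminescence rises when SMN2 exon 7 is included in transfected HEK293 cells. Compound exposure lasted 30-36 h at 37C, with 4.5 mM final sodium butyrate as control, followed by a ONE-Glo read.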
RECQ1 inh: inhibitors of human RECQ1 DNA helicase | RECQ1 DNA unwinding, red fluorescence kinetic read | Potency, µM (titrated, usually from 57.3 µM), without a hit: top-dose activity, negative = inhibition, actives largely listed as inhibitors | actives 0.54% (n = 240,000);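 note: plate controls were vehicle for no effect and no enzyme for full effect; nearly all actives have a fitted effect of over 30% in size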
Target sequence (P46063 whole entry, looked up): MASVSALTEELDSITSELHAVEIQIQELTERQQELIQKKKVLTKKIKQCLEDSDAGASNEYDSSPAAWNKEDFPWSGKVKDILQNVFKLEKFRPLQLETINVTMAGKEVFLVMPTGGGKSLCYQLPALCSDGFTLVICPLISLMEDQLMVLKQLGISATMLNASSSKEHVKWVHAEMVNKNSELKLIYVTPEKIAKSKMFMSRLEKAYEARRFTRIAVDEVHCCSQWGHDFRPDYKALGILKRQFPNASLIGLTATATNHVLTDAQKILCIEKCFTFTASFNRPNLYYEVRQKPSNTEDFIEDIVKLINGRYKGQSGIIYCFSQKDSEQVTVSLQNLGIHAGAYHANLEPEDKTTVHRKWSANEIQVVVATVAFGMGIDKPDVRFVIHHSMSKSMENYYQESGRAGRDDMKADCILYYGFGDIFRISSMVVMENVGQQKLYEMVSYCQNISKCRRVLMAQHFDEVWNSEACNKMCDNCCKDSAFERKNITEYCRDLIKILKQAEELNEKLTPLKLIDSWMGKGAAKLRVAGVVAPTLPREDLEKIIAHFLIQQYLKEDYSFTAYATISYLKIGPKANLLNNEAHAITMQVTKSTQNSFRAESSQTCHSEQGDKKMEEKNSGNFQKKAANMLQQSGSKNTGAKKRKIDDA
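50 nM RECQ1T1 preincubated 15 min with compound in Tris pH 8.0 buffer with MgCl2, DTT, Tween-20 and 2.5 ug/ml poly(dI-dC); started with 200 nM TAMRA/BHQ-2 forked duplex and 2 mM ATP. Unwinding read as fluorescence (525/598 nm), two reads 2 h apart.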
KinaseGlo FLuc: counter-screen: inhibitors of Kinase-Glo firefly luciferase | Kinase-Glo luciferase, ATP luminescence, 8 min | Potency, µM (series often up to 38.3 µM), for inactives: at the highest dose activity change, negative = inhibition, actives largely listed as inhibitors | actives 0.28% (n = 200,000) | AID 1379; note: % is set by controls: 0 for no effect and ±100 for the full control effect; nearly all actives have a fitted effect of over 60% in size
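Compounds were added to a substrate mix at pH 7.2 (50 mM imidazole, 10 uM ATP, within the enzyme's linear range), followed by Kinase-Glo detection reagent; luminescence was measured after 8 minutes at ambient temperature.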
KDM4E inh: inhibitors of human JMJD2E histone demethylase. B2RXH2. JMJD2E catalytic domain, FDH-coupled NADH fluorescence (FDH is formaldehyde dehydrogenase). actives 1.6% (n = 230,000). Potency, µM (doses to about 57.1 µM), for the others: at the top dose activity change, negative = inhibition, actives largely listed as inhibitors; active = well fitted inhibition curve with a large enough effect, not every such curve was filed as active; inconclusive = small, poorly fitted or top-dose-only effect, or another doubt; inactive = no such curve, though single readings can be large or run the other way;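 note: 0% = wells with enzyme and -100% = buffer wells without enzyme; nearly all actives have a fitted effect of over 50% in size; many of its hits are not listed in these tables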
Target sequence (B2RXH2 1-337 limits assumed): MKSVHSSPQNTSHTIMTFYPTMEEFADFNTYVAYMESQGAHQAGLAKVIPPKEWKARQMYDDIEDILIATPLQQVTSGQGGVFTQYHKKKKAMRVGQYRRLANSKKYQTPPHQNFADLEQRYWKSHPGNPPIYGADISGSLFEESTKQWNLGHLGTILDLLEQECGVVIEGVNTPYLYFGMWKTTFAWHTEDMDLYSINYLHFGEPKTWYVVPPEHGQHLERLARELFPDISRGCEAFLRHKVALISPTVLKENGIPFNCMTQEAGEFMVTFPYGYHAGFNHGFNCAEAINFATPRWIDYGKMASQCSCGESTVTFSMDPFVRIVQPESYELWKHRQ
An asterisk follows results filed as active; [ ] = remark or other dose. Unless noted, calls come from the whole dose curve; as a rule, active = well fitted curve in the direction sought with a large enough effect; inconclusive = small, poorly fitted or top-dose-only effect, or another doubt; inactive = no such curve, though single readings can be large; an effect the other way counts as inactive or inconclusive. Potency is the fitted concentration of half-maximal effect. These rows are one share of the data; the hit share may differ from the screen's.

`COc1ccc(NC(=O)C2CCCN2C(=O)OCc2ccccc2)c(OC)c1` (configuration not stated) gave Tau fibril ThT 4%, L3MBTL1 block -4%, ALDH1A1 inh inconclusive, LMNA splice mod 5%, SMN2 splice up -9%, RECQ1 inh -11%, KinaseGlo FLuc -3% and KDM4E inh -3%.
`CC1CCN(CC(O)COc2cccc(F)c2)CC1` (configuration not stated) gave Tau fibril ThT 1%, ALDH1A1 inh 16%, LMNA splice mod 0%, SMN2 splice up -5%, RECQ1 inh -12%, KinaseGlo FLuc -3% and KDM4E inh -13%.
Cc1cc(N)n(Cc2ccc(Cl)cc2)n1 was read as Tau fibril ThT -1%, L3MBTL1 block 1%, ALDH1A1 inh 14%, LMNA splice mod -1%[46 µM], RECQ1 inh 1%, KinaseGlo FLuc 0% and KDM4E inh -4%.
Screening O=C(Nc1ccc2c(c1)C(=O)NC2=O)c1ccc2ncsc2c1 returned Tau fibril ThT -4%, L3MBTL1 block 6%, ALDH1A1 inh 2%, LMNA splice mod inconclusive, SMN2 splice up 11µM*, RECQ1 inh inactive, KinaseGlo FLuc 3% and KDM4E inh inconclusive.
O=C(Cc1ccccc1)NNc1c2ccccc2nc2ccccc12 was read as Tau fibril ThT inconclusive, L3MBTL1 block -22%, ALDH1A1 inh -7%, LMNA splice mod inconclusive, SMN2 splice up -16%, RECQ1 inh 0%, KinaseGlo FLuc 3% and KDM4E inh inconclusive.
For CN(C)CCCNc1ncc(C(F)(F)F)cc1Cl the results were Tau fibril ThT 1%, L3MBTL1 block 6%, ALDH1A1 inh 3%, LMNA splice mod inconclusive, SMN2 splice up -3%, RECQ1 inh 18%, KinaseGlo FLuc 2% and KDM4E inh 4%.
Cc1[nH]c(=O)c(C#N)c(C)c1Cl was read as Tau fibril ThT 10%, L3MBTL1 block 5%, RECQ1 inh inactive and KDM4E inh inconclusive.
CCC(CC)NC(=O)c1cc(OC)c(OC)cc1[N+](=O)[O-] was read as Tau fibril ThT -1%, L3MBTL1 block -3%, ALDH1A1 inh 2%, LMNA splice mod 3%, RECQ1 inh -4% and KDM4E inh 2%.
Screening C=CCNC(=O)CN1CCC(n2c(C)nc3cc(C(F)(F)F)ccc32)CC1 returned Tau fibril ThT 0%, ALDH1A1 inh 3%, LMNA splice mod 17%, SMN2 splice up -19%, RECQ1 inh inactive, KinaseGlo FLuc -2% and KDM4E inh -2%.
For CCN(Cc1ccccc1)S(=O)(=O)c1cc(C(=O)O)ccc1OC the results were Tau fibril ThT -13%, ALDH1A1 inh inconclusive, SMN2 splice up -12%, RECQ1 inh -17%, KinaseGlo FLuc 0% and KDM4E inh -8%.
Screening COc1cccc(C2NC(=O)NC(C)=C2C(=O)Nc2ccc(C)cc2)c1 (configuration not stated) returned Tau fibril ThT 19%, L3MBTL1 block -11%, ALDH1A1 inh -5%, LMNA splice mod -16%, SMN2 splice up -9%, RECQ1 inh -6%, KinaseGlo FLuc 4% and KDM4E inh -4%.
O=C(O)CCCNC(=O)CCCn1nnc2ccccc2c1=O was read as Tau fibril ThT -1%, L3MBTL1 block 1%, RECQ1 inh -5% and KDM4E inh 3%.

The list goes on, overlapping the part above by 2 compounds.
Screening COc1cccc(C2NC(=O)NC(C)=C2C(=O)Nc2ccc(C)cc2)c1 (configuration not stated) returned Tau fibril ThT 19%, L3MBTL1 block -11%, ALDH1A1 inh -5%, LMNA splice mod -16%, SMN2 splice up -9%, RECQ1 inh -6%, KinaseGlo FLuc 4% and KDM4E inh -4%.
O=C(O)CCCNC(=O)CCCn1nnc2ccccc2c1=O was read as Tau fibril ThT -1%, L3MBTL1 block 1%, RECQ1 inh -5% and KDM4E inh 3%.
`Nc1cccc2nsnc12` gave Tau fibril ThT 28µM*, L3MBTL1 block 2%, RECQ1 inh -1% and KDM4E inh inconclusive.
O=C(NCC1CCCO1)C(=Cc1cccc([N+](=O)[O-])c1)C(=O)NCC1CCCO1 (configuration not stated) was read as Tau fibril ThT inconclusive, L3MBTL1 block -10%, ALDH1A1 inh -2%, LMNA splice mod inconclusive, SMN2 splice up -54%[inhibitor], RECQ1 inh inactive, KinaseGlo FLuc 0% and KDM4E inh 4%.
For CCOCCCNC(=O)C(c1ccc(Cl)cc1)N1CCC2(CC1)OCCO2 (configuration not stated) the results were Tau fibril ThT -10%, L3MBTL1 block -2%, ALDH1A1 inh -13%, LMNA splice mod -1%, RECQ1 inh -5% and KDM4E inh inconclusive.
COc1ccc(CSc2nnc3n(C)c(=O)c4c5c(sc4n23)CCCC5)cc1 was read as Tau fibril ThT -6%, L3MBTL1 block -2%, ALDH1A1 inh 4%, LMNA splice mod -1%, RECQ1 inh 2% and KDM4E inh -6%.
`CCCC1C(C(=O)OCC)=C(C)NC(C)=C1C(=O)OCC` gave Tau fibril ThT -2%, L3MBTL1 block 5%, ALDH1A1 inh inconclusive, LMNA splice mod inconclusive, SMN2 splice up 7%, RECQ1 inh -11%, KinaseGlo FLuc 0% and KDM4E inh -8%.
Screening CCC/C(O)=C1\C(=O)CCCC1=NCCCCCC(=O)O returned Tau fibril ThT -2%, ALDH1A1 inh 1%, LMNA splice mod 1%, SMN2 splice up 4%, RECQ1 inh inactive, KinaseGlo FLuc -2% and KDM4E inh 4%.
Screening Cc1ccc(-n2c(C)nn(CC#N)c2=O)cc1 returned Tau fibril ThT -3%, L3MBTL1 block 10%, ALDH1A1 inh 12%, LMNA splice mod 4%[46 µM], SMN2 splice up -2%, RECQ1 inh 5%, KinaseGlo FLuc 1% and KDM4E inh -6%.
`Cc1cc(C)nc(N2CCCC(CCC(=O)NCc3ccc(F)c(F)c3)C2)n1` (configuration not stated) gave Tau fibril ThT -9%, L3MBTL1 block 7%, ALDH1A1 inh inconclusive, LMNA splice mod inconclusive, RECQ1 inh -10%, KinaseGlo FLuc 5% and KDM4E inh inconclusive.
`CN(Cc1ccccc1)c1ccc([N+](=O)[O-])cc1C(=O)O` gave Tau fibril ThT -13%, L3MBTL1 block 0%, ALDH1A1 inh -4%, LMNA splice mod 11%[46 µM], SMN2 splice up -2%, RECQ1 inh -11%, KinaseGlo FLuc 1% and KDM4E inh 2%.
For Fc1ccc([C@H]2CCNC[C@H]2COc2ccc3c(c2)OCO3)cc1 the results were Tau fibril ThT -16%, ALDH1A1 inh inconclusive, RECQ1 inh inactive, KinaseGlo FLuc 2% and KDM4E inh -9%.
For Cc1ccccc1Cc1c(C)nc2ncnn2c1C the results were Tau fibril ThT -3%, L3MBTL1 block -2%, ALDH1A1 inh 12%, LMNA splice mod 5%, SMN2 splice up 13%, RECQ1 inh -5%, KinaseGlo FLuc 2% and KDM4E inh 1%.
Screening Cc1cc(NC(=O)CSc2nc3c(cc2C#N)CCCCC3)no1 returned Tau fibril ThT -7%, L3MBTL1 block 4%, ALDH1A1 inh inconclusive, LMNA splice mod 17%[46 µM], RECQ1 inh inactive, KinaseGlo FLuc -2% and KDM4E inh inconclusive.
Cc1ccccc1NC(=O)CSc1nc(N)c2c3c(sc2n1)CSC(C)(C)C3 was read as Tau fibril ThT -11%, L3MBTL1 block -5%, ALDH1A1 inh -9%, LMNA splice mod inconclusive, SMN2 splice up -63%[inhibitor], RECQ1 inh 22µM*, KinaseGlo FLuc 1% and KDM4E inh 18%.
`O=C(Oc1ccc2c3c(c(=O)oc2c1)CCCC3)c1ccco1` gave Tau fibril ThT inconclusive, ALDH1A1 inh inconclusive, LMNA splice mod -2%, SMN2 splice up 6%, RECQ1 inh -2%, KinaseGlo FLuc -7% and KDM4E inh inconclusive.
FC(F)Oc1ccc(NC(=S)NCc2ccccc2)cc1Cl was read as Tau fibril ThT -17%, ALDH1A1 inh inconclusive, LMNA splice mod inconclusive, SMN2 splice up inconclusive, RECQ1 inh -8%, KinaseGlo FLuc -8% and KDM4E inh -8%.
COc1ccc(S(=O)(=O)N2CCCC2)cc1C(C)C was read as Tau fibril ThT -3%, L3MBTL1 block 3%, ALDH1A1 inh -2%, LMNA splice mod -5%[46 µM], SMN2 splice up 7%, RECQ1 inh inactive, KinaseGlo FLuc 1% and KDM4E inh 6%.
O=C(CSc1cccc2cccnc12)OCC(=O)c1ccccc1 was read as Tau fibril ThT -17%, L3MBTL1 block 0%, ALDH1A1 inh 1%, LMNA splice mod 2%, SMN2 splice up 16%, RECQ1 inh -6%, KinaseGlo FLuc 6% and KDM4E inh inconclusive.
CS(=O)(=O)c1nc(-c2ccco2)cc(C(F)(F)F)n1 was read as Tau fibril ThT inconclusive, L3MBTL1 block -2%, ALDH1A1 inh inconclusive, LMNA splice mod inconclusive, SMN2 splice up -68%[inhibitor], RECQ1 inh 19%, KinaseGlo FLuc -5% and KDM4E inh inconclusive.
O=[N+]([O-])c1cc(S(=O)(=O)C(F)(F)F)ccc1Sc1nc2ccccc2s1 was read as Tau fibril ThT 16µM*, L3MBTL1 block -4%, ALDH1A1 inh -15%, LMNA splice mod inconclusive, SMN2 splice up -38%[inhibitor], RECQ1 inh -3%, KinaseGlo FLuc 0% and KDM4E inh -11%.
For O=C(CSc1ccc2nnc(-c3cccnc3)n2n1)NCc1ccc2c(c1)OCO2 the results were Tau fibril ThT -6%, L3MBTL1 block 5%, ALDH1A1 inh inconclusive, LMNA splice mod -7%, SMN2 splice up 0%, RECQ1 inh -1%, KinaseGlo FLuc 3% and KDM4E inh -6%.
C=C(C)CC1Nc2ccccc2NC1CC(=C)C (configuration not stated) was read as Tau fibril ThT inconclusive, L3MBTL1 block -11%[11.4 µM], ALDH1A1 inh -12%, LMNA splice mod -11%, SMN2 splice up 20%, RECQ1 inh -7%, KinaseGlo FLuc -1% and KDM4E inh -11%.
COc1cc(NS(=O)(=O)c2ccc(NC(C)=O)cc2)nc(OC)n1 was read as Tau fibril ThT -1%, ALDH1A1 inh inconclusive, LMNA splice mod 0%, SMN2 splice up -24%, RECQ1 inh -3%, KinaseGlo FLuc -3% and KDM4E inh 7%.
